RTF Ca sens inh = cardiac RTF calcium desensitization; inhibition, % at 7.15 µM; 0.12% of 340,000 active; P19429+P45379; IANBD-labeled cardiac RTF, Ca2+ fluorescence;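 active = inhibition above the mean inhibition of all tested compounds plus 3 SD, cut at about 17% in these data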;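 note: assay run at fixed EC70 calcium of 1.6 mM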
RTF Ca sens act = cardiac RTF calcium sensitization; P19429+P45379; IANBD-labeled TnC RTF fluorescence at EC20 calcium; 0% EC20 calcium, 100% full calcium; activation, % at 7.2 µM; 0.24% of 340,000 active;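 active = activation above the mean over all tested compounds plus 3 SD, cut at about 30% in these data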;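 note: rise in fluorescence read as greater calcium sensitivity of cardiac thin filaments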
LANA DNA inh = KSHV C-LANA DNA binding inhibition | MBP-C-LANA/FAM-LBS DNA binding, fluorescence polarization | inhibition, % at 9 µM | 0.078% of 340,000 active;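 active = highest replicate inhibition at or above 60% at 9 µM, even if other replicates fall short; inactive = all replicates below 60% inhibition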;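 note: 0% = neutral control wells and 100% = 4 µM acridine orange control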
Keap1 Nrf2 FP = inhibitors of human Keap1-Nrf2 protein-protein interaction. Q14145. Keap1 Kelch-Nrf2 peptide fluorescence polarization, 1536-well. inhibition, % at 9.4 µM. 0.15% of 340,000 active; in the data active = inhibition above about 12%;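 note: human Keap1 Kelch domain with fluorescein labeled Nrf2 9mer peptide probe; 0% = neutral control wells and 100% = peptide positive control; higher means more block of Keap1 binding to Nrf2 peptide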
HTR5A ag = HTR5A agonism, opioid heterodimer counter-screen. P47898. HTR5A agonist assay, luminescence, cell-based. activation, % at 9.3 µM. 0.61% of 340,000 active; in the data active = activation mostly above about 9.5%, no sharp cut-off; inactive = mostly below about 7.6%;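 note: 0% = cells with vehicle only and 100% = reference agonist; strong numbers were not always called active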
HTR5A inv ag = inverse agonist of human HTR5A in OPRM1-OPRD1 counter-screen; HTR5A cell line, luminescence, inverse agonism; 0.083% of 340,000 active; P47898; AID 504634; inhibition, % at 9.3 µM; in the data active = inhibition mostly above about 23%, no sharp cut-off; inactive = mostly below about 18%;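 note: 0% = cells with DMSO and 100% = no-cell wells with DMSO; some compounds called inactive have numbers as strong as hits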
CAL-PDZ inh HTS = inhibitors of human CAL PDZ peptide binding. purified CAL PDZ, TMR-peptide fluorescence polarization, 1 h. inhibition, % at 24.9 µM. 0.92% of 300,000 active;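 active = mean inhibition of at least 30% with at least half of replicates also reaching 30%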;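 note: 0% = DMSO neutral control and 100% = excess unlabeled competitor peptide PRC23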
MOR-DOR inv ag = mu-delta opioid heterodimer inverse agonism; P35372+P41143; AID 504357; 0.21% of 340,000 active; cell-based MOR-DOR heterodimer luminescence; inhibition, % at 9.3 µM; in the data active = inhibition above about 22%, passing the limit was not always enough;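 note: 0% = cells with DMSO and 100% = wells without cells with DMSO; values of inactives mirror those of a sister screen read the other way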
Target sequence (P35372 whole entry, looked up): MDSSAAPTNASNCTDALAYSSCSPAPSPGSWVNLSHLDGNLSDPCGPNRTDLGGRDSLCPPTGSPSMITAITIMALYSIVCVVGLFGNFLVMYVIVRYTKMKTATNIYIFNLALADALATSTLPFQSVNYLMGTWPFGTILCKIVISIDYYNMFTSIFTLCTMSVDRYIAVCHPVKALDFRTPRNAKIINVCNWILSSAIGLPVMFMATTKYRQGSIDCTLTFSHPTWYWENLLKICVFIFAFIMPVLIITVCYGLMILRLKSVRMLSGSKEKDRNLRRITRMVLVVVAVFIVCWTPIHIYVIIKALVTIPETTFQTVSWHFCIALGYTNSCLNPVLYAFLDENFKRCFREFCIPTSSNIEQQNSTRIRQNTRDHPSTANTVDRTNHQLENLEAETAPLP
Target sequence (P41143 whole entry, looked up): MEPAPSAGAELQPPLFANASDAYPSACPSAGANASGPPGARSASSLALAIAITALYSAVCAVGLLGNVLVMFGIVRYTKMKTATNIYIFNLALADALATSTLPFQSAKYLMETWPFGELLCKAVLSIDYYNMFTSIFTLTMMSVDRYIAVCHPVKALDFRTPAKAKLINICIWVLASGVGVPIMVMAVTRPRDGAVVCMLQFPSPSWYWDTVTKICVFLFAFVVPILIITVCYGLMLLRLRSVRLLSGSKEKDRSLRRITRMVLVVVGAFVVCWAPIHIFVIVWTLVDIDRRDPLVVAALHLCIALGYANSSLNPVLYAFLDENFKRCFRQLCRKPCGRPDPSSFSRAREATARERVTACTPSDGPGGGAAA
V-ATPase pHluor = alters yeast V-ATPase proton transport; S. cerevisiae, pHLuorin cytosolic pH fluorescence; response, % at 10 µM; 0.37% of 350,000 active; in the data active = response mostly above about 7.3%, no sharp cut-off; inactive = mostly below about 5.4%; note: actives read high; inactives centre near 0; some compounds called inactive have numbers as strong as hits; reference of the scale not given here
MOR-DOR ag = OPRM1-OPRD1 heterodimerization agonism; P35372+P41143; cells, luminescence; 0.3% of 340,000 active; AID 504326; activation, % at 9.3 µM; in the data active = activation above about 18%;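 note: 0% = vehicle-treated cells and 100% = reference agonist; values of inactives mirror those of a sister screen read the other way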
Numbers without * were called inactive; · = not tested or not shown.

SMILES,RTF Ca sens inh,RTF Ca sens act,LANA DNA inh,Keap1 Nrf2 FP,HTR5A ag,HTR5A inv ag,CAL-PDZ inh HTS,MOR-DOR inv ag,V-ATPase pHluor,MOR-DOR ag
O=C(Oc1ccc(C(=S)N2CCOCC2)cc1)c1cccc([N+](=O)[O-])c1,1.7,-3.4,0.8,-2.0,0.6,-2.3,-2.0,14.0,-1.1,-3.0
Cc1cc(Cl)nc(Cl)c1C(=O)NCCc1ccccc1,-1.9,0.4,-0.5,-2.3,5.8,-16.1,-1.2,6.5,2.8,-1.6
Cc1cc(S(=O)(=O)NCC2CCCO2)c(C)cc1Br (stereo unspecified),0.1,-2.9,2.0,0.1,-2.9,10.8,-6.5,-5.2,-2.2,1.1
O=S(=O)(Nc1ccc(Cc2ccncc2)cc1)c1ccc(Cl)c(Cl)c1,-0.8,-8.4,-0.1,-0.9,2.3,-33.1,-3.5,-8.6,0.7,1.6
CCc1nc(C)cc(N)c1OCc1ccccc1,-7.2,-5.5,-0.4,-3.9,-2.3,5.9,-6.6,13.1,0.1,-2.5
O=C(CCc1nnc2ccc(N3CCC4(CC3)OCCO4)nn12)N1CCCCC1,-8.9,4.3,0.0,-1.9,5.3,0.8,-4.2,18.5,2.0,-3.6
CCCc1nnc(NC(=O)Cn2cnc3ccccc3c2=O)s1,3.3,4.6,-1.5,-2.5,0.3,16.1,1.2,11.2,-4.2,-2.0
C=COCCNC(=O)C1CC(=O)N(c2ccc(C)cc2)C1 (stereo unspecified),4.3,-6.4,0.8,-0.4,1.4,-29.8,·,13.3,-1.0,-2.6
CCOC(=O)c1cc(C(=O)NN)c(=O)[nH]c1C,-3.7,2.5,-0.2,2.2,1.4,-3.9,-6.1,12.8,2.2,-2.4
COC(=O)CNC(=O)c1ccc(OC2CCN(C(=O)C3CC3)CC2)cc1,0.4,0.0,0.5,-4.4,1.6,-4.6,1.1,1.2,-1.9,-0.3
COC(=O)C1=C(C(=O)OC)[C@@H]2N(C)c3ccccc3[C@@]23C[C@@H](C(=O)OC)N(C(=O)c2ccco2)C3=N1,-11.1,-2.8,2.0,-3.4,4.0,-7.8,-2.3,7.5,3.0,-1.4
CC(C)(C)c1ccc(C(=O)Nc2ccccc2Cl)cc1,-6.0,-1.2,0.8,-1.8,2.5,-6.9,-0.2,-27.6,-1.9,6.0
C[C@H]1COC(=O)[C@@H](Cc2ccc(F)cc2)CC/C=C\C[C@H](CC(=O)NCCO)C(=O)N1,3.6,-3.8,0.9,-4.7,2.4,-20.1,-2.0,8.6,1.1,-1.6
CC(=O)c1cccc(NC(=O)c2cc(-c3ccc(F)cc3)on2)c1,-4.2,-1.1,-2.3,0.3,10.3*,6.7,·,2.6,2.0,-0.5
S=C(NCCC1=CCCCC1)NCc1ccco1,4.3,0.8,-2.1,-2.5,-2.8,13.2,·,-4.6,-1.2,0.9
O=C(NC1CCCCC1)N1CCN(C2CCCCC2)CC1,5.4,-4.1,1.4,3.8,2.0,2.3,-1.6,15.7,2.6,-2.9
O=C(COC(=O)CCS(=O)(=O)c1ccc(Cl)cc1)NCCc1ccc(Cl)cc1Cl,-2.7,12.6,-1.9,-6.5,5.4,-1.1,-1.8,-15.1,-5.1,3.0
CCCCNC(=S)Nc1ccc2[nH]c(=O)[nH]c2c1,-3.6,6.6,-8.7,1.5,3.6,-9.9,-2.8,5.0,1.4,-1.1
COc1ccc(C)cc1NC(=O)CCCNC(=O)Cn1cnc2sc(C)c(C)c2c1=O,-7.2,-1.6,0.5,-3.2,-2.8,14.1,-5.2,9.6,-2.9,-1.5
CC(OC(=O)Cc1ccccc1[N+](=O)[O-])C(=O)NC(=O)NC1CCCCC1 (stereo unspecified),-10.5,-12.0,-0.9,-4.1,5.4,-2.5,-2.8,-10.9,-0.6,1.7
Cc1c(Cl)c(C(=O)N2CCCc3ccccc32)nn1C,-0.8,2.7,-0.4,-5.9,-2.3,20.9,-4.1,8.9,-3.2,-1.5
CCn1c(=O)c2c3c(sc2n(C)c1=O)CCC3,-5.2,-1.7,0.1,-2.1,-2.9,-23.0,-5.4,3.9,1.5,-0.7
CCOc1ccc(NC(=O)CN2C(=O)c3ccccc3C2=O)cc1,-3.0,-4.4,-1.4,-3.4,-2.0,7.6,-2.6,8.4,0.4,-1.8
Cc1nnc(SCC(=O)N(C)CC(=O)Nc2ccc(F)cc2)n1Cc1ccccc1,-6.7,2.1,0.8,-0.1,-1.7,-11.2,-0.9,11.0,-0.4,-2.1
COc1ccc(C(CNC(=O)CN2C(=O)NC3(CCCC3)C2=O)N(C)C)cc1 (stereo unspecified),-1.3,-2.4,0.3,3.7,1.1,9.5,-3.4,7.8,-0.9,-1.4
CC(NC(=O)c1ccco1)C(=O)O (stereo unspecified),-9.3,-0.6,0.1,-0.6,4.2,-11.2,-1.2,10.0,-2.0,-1.7
COc1ccc([N+](=O)[O-])cc1NCC(=O)Nc1cccc(S(=O)(=O)N2CCCC2)c1,1.0,-9.6,-2.6,-3.6,1.7,26.0,-3.6,11.2,0.1,-1.7
COc1cc(OC)cc(C(=O)N2CCC(N3CCN(c4ccccc4)CC3)CC2)c1,-0.8,2.7,-2.4,1.2,-2.6,16.6,-0.5,7.0,3.1,-1.2
COc1ccc([N+](=O)[O-])cc1COc1cc(C)cc2oc(=O)cc(-c3ccccc3)c12,-3.0,-2.0,0.3,-4.2,-1.9,4.7,-5.5,10.8,-1.1,-2.6
CCCC(=O)Nc1cccc(NC(=O)c2ccc([N+](=O)[O-])cc2Cl)c1,-8.6,3.2,0.4,-2.7,2.2,-15.7,0.2,-36.1,6.1,5.3
CCOC(=O)N1CCN(c2c(NC3CCN(Cc4ccccc4)CC3)c(=O)c2=O)CC1,-5.8,-1.3,1.0,-4.8,·,·,·,·,1.5,·
O=C(NCCCn1ccnc1)C(=O)Nc1ccccc1,9.4,-1.0,-0.1,2.4,-3.8,9.3,-1.3,20.5,3.3,-4.3
O=C(CCc1nc(-c2ccccc2F)no1)NCCN1CCOCC1,-1.0,-4.4,-2.0,-0.1,-2.4,-1.2,·,9.2,-1.3,-2.0
CC(C)(C)Nc1nc(OCC#N)nc(N2CCCCC2)n1,-2.6,-2.9,0.5,-3.6,-3.3,8.8,1.2,-15.1,-1.2,2.1
COC(=O)c1cccc2nc3c(C(C)O)cccc3nc12 (stereo unspecified),-3.5,2.8,2.1,-4.6,4.8,7.4,2.7,14.8,1.4,-2.9
O=C(COC(=O)C1CCN(c2ccc(C(F)(F)F)cn2)CC1)Nc1ccc(Cl)cn1,0.6,0.8,0.2,-6.6,-1.9,7.0,5.3,-29.3,-1.2,5.1
O=C(Cn1c(=O)oc2cc(S(=O)(=O)N3CCCC3)ccc21)Nc1ccccc1Br,2.5,-3.2,2.3,-3.9,2.5,-6.9,60.6*,20.0,2.1,-3.8
Cc1cc(-c2nnco2)c(C)n1-c1ccccc1,-4.5,-4.6,2.3,-0.9,-1.8,3.5,-4.4,5.3,-0.5,-1.3
COc1ccccc1C(=O)NCc1ccco1,1.6,-7.5,-1.2,0.7,0.0,0.0,-2.2,8.5,2.1,-1.8
Cc1cc(C(=O)NCc2cc(C)n(C)n2)sc1-c1ccccc1,-6.9,0.6,0.4,-2.6,-3.5,5.5,·,-10.1,4.4,1.9
CN(C)S(=O)(=O)N(CCN1CCOCC1)Cc1ccccc1F,1.7,2.7,-0.1,1.3,0.6,-18.0,-0.1,12.0,-1.0,-2.9
CNC(=O)c1nc[nH]c1C(=O)NC,-1.3,0.8,-2.1,-1.5,1.1,5.8,-10.7,12.2,-0.1,-2.3
O=C(Nc1c(F)cc(F)cc1Br)c1cccnc1,10.8,-10.0,1.3,-3.0,-3.2,6.1,-3.0,12.3,2.5,-2.3
CCOC(=O)CNC(=O)CSc1nc2ncc(Br)cc2[nH]1,4.4,-1.2,-0.7,-1.0,4.8,15.6,0.4,13.5,1.8,-3.2
Cc1c(O)cc2n(c1=O)-c1ccc(Cl)cc1C2(C)C,-4.2,-0.9,0.7,-5.2,2.4,-8.5,·,9.2,0.6,-1.7
CCOc1ccc(OCC)c(S(=O)(=O)NCCOC23CC4CC(CC(C4)C2)C3)c1,-11.8,9.0,-0.2,5.5,2.1,2.9,-0.4,-29.2,2.0,5.7
COc1cccc(CN(C)C(=S)Nc2ccc(C)c(C)c2)c1,1.4,6.1,-0.1,-0.9,3.9,-23.8,-0.1,10.9,3.0,-2.2
CC(C)CNS(=O)(=O)c1ccc(CC(C)C)cc1,5.8,11.7,-0.9,0.5,1.1,-2.8,·,-31.0,-0.8,6.2
Cc1ccc(Cl)cc1NS(=O)(=O)c1ccc2c(c1)NC(=O)C(C)C(=O)N2 (stereo unspecified),-7.2,5.3,0.5,-3.8,0.4,-7.6,·,-1.5,5.8,0.3
CCOc1cc(NS(=O)(=O)c2ccc(NC(C)=O)cc2)c(OCC)cc1NC(=O)C(C)C,1.3,1.7,0.7,-7.2,1.0,1.1,·,3.9,4.3,-0.7
CC#CC(=O)N1CCC(CCC(=O)N(C)Cc2ccccc2)CC1,-1.3,3.3,0.9,-5.4,1.5,-4.1,6.4,17.5,-0.3,-3.4
Cc1cnc(C(=O)OCC(=O)Nc2ccccc2[N+](=O)[O-])cn1,-1.2,-4.8,2.5,2.0,-1.8,6.5,·,5.7,1.5,-1.1
O=C(O)c1cc(S(=O)(=O)Nc2cc(Cl)ccc2Oc2ccccc2)ccc1O,-2.7,-0.8,2.0,-0.5,-3.2,10.9,-3.9,15.9,-2.5,-4.0
CC(NS(=O)(=O)c1ccc2c(c1)OCCCO2)C(=O)O (stereo unspecified),-5.6,1.5,0.8,-0.7,3.9,-14.3,-1.3,8.5,2.3,-1.6
Cc1ccc(C)c(N2CCN(C(=O)c3ccc(NC4=NC5CS(=O)(=O)CC5S4)cc3)CC2)c1 (stereo unspecified),2.1,-6.3,-0.7,-2.6,-4.8,0.6,-2.5,3.0,0.2,-0.5
